Assay outcomes: PubChem, several laboratories
LEDGF integ inh: blocks HIV-1 LEDGF/p75-dependent DNA integration; inhibition, % at 3.7 µM; hit rate 0.64% among 370,000; TR-FRET IN-LEDGF/p75 DNA integration, Eu/Cy5; AID 743269;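 active means inhibition above the screen-wide mean plus 3 SD, cut at about 13% in these data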;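 further: signal is the Cy5 over europium emission ratio at 671 and 618 nm; 0% = plate median of compound wells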
rCAG binder: r(CAG) repeat RNA binding; TO-PRO-1 dye displacement fluorescence; inhibition, % at 3 µM; hit rate 1.3% among 370,000;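 active means inhibition above the plate cutoff, the mean of all test compounds on that plate plus 3 SD, cut at about 35% in these data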;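 further: 0% = DMSO alone and 100% = 100 µM mitoxantrone as full dye displacement; higher means more dye released from RNA so lower well fluorescence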
Rev-erbA mod: modulators of human Rev-erb alpha DNA binding; hit rate 0.79% among 370,000; P20393; Rev-erbα–FITC-DNA binding, fluorescence polarization, 90 min; activity, % at 10 µM;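 active means activity above about 14%, limit read from the data; passing the limit was not always enough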;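 further: 0% = DMSO wells with 35 nM protein and 100% = DMSO wells with 750 nM protein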
HTRA1 inhibitor: blocks human HTRA1 serine peptidase. Q92743. recombinant HTRA1, FP-rhodamine activity-based probe, fluorescence polarization. inhibition, % at 5.96 µM. hit rate 0.5% among 340,000. AID 504803; in the data active means inhibition above about 36%;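 further: 0% = enzyme with DMSO and 100% = wells lacking enzyme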
UHRF1 MBD2 ctr: human UHRF1 methylated DNA binding inhibitors; UHRF1 binding to methylated oligo, TR-FRET; hit rate 0.75% among 370,000; AID 687016; inhibition, % at 4.4 µM; in the data active means inhibition above about 21%;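 further: UHRF1 SRA domain binding a hemimethylated CpG hairpin DNA probe; 0% = median of test compound wells and 100% = reference inhibitor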
Target sequence (Q96T88 whole entry, looked up, the tested form may be a part): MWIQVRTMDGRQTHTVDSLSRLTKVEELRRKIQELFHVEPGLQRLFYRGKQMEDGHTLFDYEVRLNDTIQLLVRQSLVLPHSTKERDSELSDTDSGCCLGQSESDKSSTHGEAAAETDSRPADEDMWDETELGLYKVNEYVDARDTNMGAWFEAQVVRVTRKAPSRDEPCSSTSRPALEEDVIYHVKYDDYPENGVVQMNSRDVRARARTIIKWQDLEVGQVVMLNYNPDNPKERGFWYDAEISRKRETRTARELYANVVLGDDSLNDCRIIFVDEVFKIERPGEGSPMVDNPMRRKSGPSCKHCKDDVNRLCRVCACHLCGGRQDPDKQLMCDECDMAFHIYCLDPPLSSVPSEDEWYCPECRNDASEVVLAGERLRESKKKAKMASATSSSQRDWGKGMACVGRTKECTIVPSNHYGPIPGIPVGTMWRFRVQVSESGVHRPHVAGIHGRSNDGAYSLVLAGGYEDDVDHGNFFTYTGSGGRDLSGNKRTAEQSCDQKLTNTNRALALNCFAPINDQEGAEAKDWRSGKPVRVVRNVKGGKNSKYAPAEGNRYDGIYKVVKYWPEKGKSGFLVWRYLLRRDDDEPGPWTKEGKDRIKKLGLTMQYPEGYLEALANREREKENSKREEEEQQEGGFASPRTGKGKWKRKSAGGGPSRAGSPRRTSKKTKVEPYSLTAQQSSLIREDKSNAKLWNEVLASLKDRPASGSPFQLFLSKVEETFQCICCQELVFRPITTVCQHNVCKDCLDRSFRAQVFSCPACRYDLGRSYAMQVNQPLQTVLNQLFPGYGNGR
mABHD4 FP: inhibitors of mouse ABHD4 | AID 720543 | hit rate 0.54% among 370,000 | inhibition, % at 8.92 µM | purified mABHD4, FP-Rh probe fluorescence polarization;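 active means inhibition exceeding the mean over every tested compound plus 3 SD, cut at about 30% in these data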;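 further: 0% = plate median of compound wells and 100% = S159A mutant with DMSO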
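Doses – 8.92 µM, single dose · Material – wild-type mouse ABHD4 protein · Replication – single well per compound (singlicate) · Measure – percent inhibition of probe binding, normalized to plate controls · Schedule – 45 min compound pre-incubation plus 60 min probe step, 25 °C · Detection – fluorescence polarization with parallel and perpendicular emission, 525/598 nm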
PG9 Ab binder: small molecules binding HIV-1 gp120 antibody PG9 | TR-FRET gp120-PG9 antibody binding | inhibition, % at 6.7 µM | hit rate 0.43% among 360,000; in the data active means inhibition above about 8.5%
MBD2 inh: blocks human MBD2 binding to methylated DNA. Q9UBB5. TR-FRET, MBD2 binding to methylated oligonucleotide. inhibition, % at 4.4 µM. hit rate 0.31% among 370,000. AID 686964; in the data active means inhibition above about 13%
TCR CD3 inh: blocks the human TCR-CD3 interaction; AID 651800; hit rate 0.37% among 360,000; inhibition, % at 9.4 µM; TAMRA-labeled TCR probe fluorescence, biochemical; in the data active means inhibition above about 19%;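 further: recombinant mutant TCR 2C K166C tagged with TAMRA read by polarization; 0% = receptor in buffer alone and 100% = receptor with positive control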
PRMT1 FP inh: inhibitors of human PRMT1; inhibition, % at 2.79 µM; recombinant PRMT1, activity-based probe fluorescence polarization; hit rate 1.3% among 370,000; Q99873;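 active means inhibition above about 21% made by adding two undisclosed values, limit read from the data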
An asterisk follows results filed as active; x = not tested or not shown; & = joins results of further samples.

The first 4 compounds, to show the layout:
SMILES	LEDGF integ inh	rCAG binder	Rev-erbA mod	HTRA1 inhibitor	UHRF1 MBD2 ctr	mABHD4 FP	PG9 Ab binder	MBD2 inh	TCR CD3 inh	PRMT1 FP inh
CC(=NCCCN1CCOCC1)c1c(O)[nH]c(=O)[nH]c1=O	2	1	5	5	1	3	0.5	-1	7	-4
Cc1ccc(S(=O)(=O)NCC2CCC(C(=O)N3CCC4(CC3)OCCO4)CC2)cc1 (stereo not drawn)	0	-9	-1	3	-1	-1	-1.1	-3	10	-2
O=c1[nH]c(=O)n(Cc2ccccc2)c(O)c1C=NCCCn1ccnc1	1	0	0	7	-2	1	0.1	-5	2	-1
C[C@]12CC[C@H]3[C@@H](CCC4=CC(=O)CC[C@@]43O)[C@@H]1CCC2=O	2	-1	-7	11	3	2	-2.0	1	-9	0

Results, from the first entry:
SMILES	LEDGF integ inh	rCAG binder	Rev-erbA mod	HTRA1 inhibitor	UHRF1 MBD2 ctr	mABHD4 FP	PG9 Ab binder	MBD2 inh	TCR CD3 inh	PRMT1 FP inh
CC(=NCCCN1CCOCC1)c1c(O)[nH]c(=O)[nH]c1=O	2	1	5	5	1	3	0.5	-1	7	-4
Cc1ccc(S(=O)(=O)NCC2CCC(C(=O)N3CCC4(CC3)OCCO4)CC2)cc1 (stereo not drawn)	0	-9	-1	3	-1	-1	-1.1	-3	10	-2
O=c1[nH]c(=O)n(Cc2ccccc2)c(O)c1C=NCCCn1ccnc1	1	0	0	7	-2	1	0.1	-5	2	-1
C[C@]12CC[C@H]3[C@@H](CCC4=CC(=O)CC[C@@]43O)[C@@H]1CCC2=O	2	-1	-7	11	3	2	-2.0	1	-9	0
CCOC(=O)c1c(/N=C/c2c(O)n(-c3ccccc3F)c(=S)[nH]c2=O)sc2c1CCCC2	1	12	-4	-28	0	-11	-1.2	-2	-46	42*
Cc1ncc(C(=O)O)n1C(C)c1ccccc1 (stereo not drawn)	5	0	4	-2	1	-2	-1.7	-2	8	-3
COC(=O)C1=C(c2cccc(C#N)c2)C[C@@H]2CC[C@H]1N2C(=O)N1CCCC1	-3	-4	-7	7	-1	4	1.4	0	1	-1
O=C(Nc1ccccc1)c1c(O)[nH]c(=O)[nH]c1=O	0	0	4	-6	-2	-8	0.9	-2	3	-1
CN(C)CCN=Cc1c(O)n(-c2cccc3ccccc23)c(=O)[nH]c1=O	8	6	-1	5	2	-5	-0.7	0	-1	-3
CCOP1(=S)Oc2cc3c(cc2C(C(=O)OC)(C(F)(F)F)O1)OCO3 (stereo not drawn)	3	1	-1	-10	-1	6	2.2	-1	-4	1
O=C(COc1ccc(Cl)cc1)N1CCN(C2CCCC2)CC1	1	-8	-2	2	1	13	2.1	-3	2	2
C(=NN1CCCCCC1)c1c[nH]c2ccccc12	-1	11	0	-11	-1	3	-0.5	-6	7	-5
COC(=O)C1=C(c2c(C)noc2C)C[C@@H]2CC[C@H]1N2C(=O)N1CCC(O)CC1	0	-3	0	1	0	-2	-0.9	28*	-1	-1
CC(=O)NCCc1c[nH]c2ccccc12	2	0	1	7	3	3	0.8	-1	-7	-5
CCCC(=O)c1c(O)[nH]c(=O)[nH]c1=O	-1	-1	1	8	-4	1	1.8	-2	-10	-1

SMILES	LEDGF integ inh	rCAG binder	Rev-erbA mod	HTRA1 inhibitor	UHRF1 MBD2 ctr	mABHD4 FP	PG9 Ab binder	MBD2 inh	TCR CD3 inh	PRMT1 FP inh
Cc1cc(OC(C)C(=O)N[C@H](C(=O)O)c2ccccc2)c2c3c(c(=O)oc2c1)CCC3 (stereo partly drawn)	-2	14	0	4	-1	-4	0.1	0	11	-2
COC(=O)C1=C(c2cc3ccccc3s2)C[C@@H]2CC[C@H]1N2C(=O)N1CCOCC1	-1	-3	-1	-11	12	10	0.4	2	-3	1
Cc1ccc(Cn2cc(C=O)c(-c3ccc(F)cc3)n2)cc1	1	-4	2	-27	2	-9	-0.1	-1	-1	4
C[C@]12CC[C@H]3[C@@H](CCC4=CC(=O)CC[C@@]43C)[C@@H]1CC[C@@H]2O	-4&-2	-2&-1	0&0	5&-1	3&0	-8&-2	1.1&0.5	10&5	-1&3	8&-1
C=Cn1ccnc1P(=S)(c1nccn1C=C)C1CCCCC1	-2	-7	-1	0	0	-2	-1.5	0	1	0
CCCCc1ncc(CN2CCCC(C(=O)c3ccc(SC)cc3)C2)[nH]1 (stereo not drawn)	4	-3	7	-3	-2	2	-1.5	-5	4	1
C[C@]12C[C@@H](O)[C@H](O)CC1=CCC1C2CC[C@]2(C)C(=O)CCC12 (stereo partly drawn)	-5	1	0	-1	1	-2	0.4	0	-1	2
COc1ccc(NC(=O)CN2CC=C(c3ccccc3)CC2)cc1S(=O)(=O)N1CCOCC1	2	1	-3	-5	1	-2	0.1	-5	-2	-3
Cc1cc(OC(=O)N(C)C)nc2c1c(C)nn2C	1	1	-2	x	-3	4	-2.5	-5	4	-2
[N-]=[N+]=NCCN1CCC(O)CCC1=O (stereo not drawn)	-2	-2	-2	3	0	6	0.7	-2	-5	0
O=C(C(=O)N1CCOCC1)c1cn(Cc2ccccc2)c2ccccc12	-1	0	3	1	1	-1	-0.7	-2	-3	4
CCCCSP1(=S)NCCCN1	0	-2	1	-2	0	-2	-0.8	3	-3	-1
CCOP(=O)(OCC)C(NC(=O)c1ccc(OC)cc1)C(Cl)(Cl)Cl (stereo not drawn)	5	-1	0	6	0	3	0.2	5	-1	-1
Cc1cc(OC(C)C(=O)NCc2cccnc2)c2c3c(c(=O)oc2c1)CCC3 (stereo not drawn)	-3	-2	7	-2	2	9	-1.5	4	0	-1
Cc1ccc(OCC(=O)N2CCN(Cc3ccc([N+](=O)[O-])cc3)CC2)cc1	3	-7	-3	1	-1	12	0.4	0	8	-2

SMILES	LEDGF integ inh	rCAG binder	Rev-erbA mod	HTRA1 inhibitor	UHRF1 MBD2 ctr	mABHD4 FP	PG9 Ab binder	MBD2 inh	TCR CD3 inh	PRMT1 FP inh
O=c1[nH]c2ccccc2n1C1CCN(C(c2cccs2)c2nnnn2-c2ccc3c(c2)OCCO3)CC1 (stereo not drawn)	2	8	9	x	-1	-13	0.1	-1	8	2
CCCNS(=O)(=O)c1ccc(OCC(=O)N2CCN(C)CC2)cc1	4	-1	-3	6	-2	1	1.0	-5	6	-3
CCc1ccc(N2C(=O)NC(=O)/C(=C\C=C\c3ccco3)C2=O)cc1	35*	45*	-4	8	10	-14	-1.2	1	-15	27*
Cc1ccc(NC(=O)CN2C(=O)CN=C(c3ccccc3)c3cc(Cl)ccc32)cc1	1	4	5	-36	0	-12	-0.4	-5	8	-3
CS(=O)(=O)c1ccc(C2=C(CNC(=O)c3ccncc3)[C@H]3CC[C@@H](C2)N3Cc2ccco2)cc1	-5	3	4	0	-4	4	2.5	-7	9	1
COc1cc(CCN)c(OC)cc1C	2	0	0	x	0	0	-0.2	-2	2	-1
Cc1c(N=Nc2c(O)[nH]c(=S)[nH]c2=O)c(=O)n(-c2ccccc2)n1C	2	0	1	-7	-1	-4	-8.7	-5	-1	0
CSc1nnc(OC(=O)N(C)C)n1-c1ccc(Cl)cc1	3	2	1	5	3	3	-2.4	2	-6	-3
CC/C(=N\Nc1ccccc1)c1c(O)n(-c2ccccc2)c(=O)[nH]c1=O	4	2	-1	3	13	5	-0.1	5	-2	4
CC[C@]12C=CCN3CCC4(c5cc(Br)c(OC)cc5N(C)C4[C@@](O)(C(=O)OC)[C@@H]1OC(C)=O)C32 (stereo partly drawn)	4	-5	-2	3	0	8	-4.4	-5	-3	-1
CCCOc1ccc(C(=O)NC(=S)N2C[C@H]3C[C@H](C2)c2cccc(=O)n2C3)cc1	2	4	6	-5	-2	-3	0.1	1	-5	25*
COc1cccc(N2C(=O)CC(=O)NC2=O)c1	-1	3	-4	4	-3	1	0.0	-1	6	-1
O=C1CCCC2C3CCCN4CCCC(CN12)C34 (stereo not drawn)	-3	-1	5	-2	1	5	0.6	5	4	-3
O=S(=O)(c1ccc(F)cc1)N1CN2CCN(C2)C1	2	1	-2	2	-1	2	-2.3	1	-4	1
CC1C(C)N1CC(O)Cn1ccnc1[N+](=O)[O-] (stereo not drawn)	2	3	-2	8	-5	-3	-3.0	0	0	-2

Fetched one by one from the entries so far (two):
SMILES	LEDGF integ inh	rCAG binder	Rev-erbA mod	HTRA1 inhibitor	UHRF1 MBD2 ctr	mABHD4 FP	PG9 Ab binder	MBD2 inh	TCR CD3 inh	PRMT1 FP inh
COc1cc(CCN)c(OC)cc1C	2	0	0	x	0	0	-0.2	-2	2	-1
O=C1CCCC2C3CCCN4CCCC(CN12)C34 (stereo not drawn)	-3	-1	5	-2	1	5	0.6	5	4	-3

(list continues)
SMILES	LEDGF integ inh	rCAG binder	Rev-erbA mod	HTRA1 inhibitor	UHRF1 MBD2 ctr	mABHD4 FP	PG9 Ab binder	MBD2 inh	TCR CD3 inh	PRMT1 FP inh
CC1CN(CCc2ccccc2)CC(C)O1 (stereo not drawn)	1	-2	-1	-1	-3	5	0.1	-4	4	2
O=C1NC(=O)C(C(CC(=O)c2ccccc2)c2ccccc2)C(=O)N1 (stereo not drawn)	-2	1	9	4	-2	1	-0.8	-1	7	1
COc1ccc(OCC(=O)N2CCN(C(C)C)CC2)cc1	-1	2	1	2	-1	9	1.0	-2	0	2
CCCCn1c(C)c(C(=O)OCC)c2c(CN3CCCC3)c(O)ccc21	-4	5	3	-5	0	4	-0.4	1	-2	0
COC(=O)C1=C(c2c(C)noc2C)C[C@@H]2CC[C@H]1N2C(=O)N1CCC(C)CC1	-1	-3	1	-6	0	-6	0.6	3	-3	2
COc1ccc(-c2nn(CCC#N)cc2C(=O)NCc2ccccc2)cc1[N+](=O)[O-]	-6	3	1	-2	3	-6	0.1	7	0	6
C=CCn1c(O)c(/C=N/N2CCCCC2)c(=O)[nH]c1=O	-4	-4	-2	7	0	4	-1.7	1	-3	2
Cc1ccc(CN2CC3CC(C2)c2cccc(=O)n2C3)cc1 (stereo not drawn)	-1	-1	8	4	-2	2	-1.0	-2	-6	-2
COC/C=C1\CN2C3C[C@@H]1[C@H]1COC4=Nc5cc(OC)c(OC)c(OC)c5[C@@]43C[C@@H]12	1	-4	-6	0	-1	3	-0.6	2	-4	0
Cc1cc(/C=C2\C(=O)NC(=O)N(c3ccccc3)C2=O)c(C)n1-c1ccc(C(=O)O)c(Cl)c1	0	9	1	1	6	8	-2.8	0	3	9
CC(O)(CS(=O)(=O)c1ccccc1)C(=O)Nc1ccc(C(F)(F)F)cc1 (stereo not drawn)	1	-1	4	6	-2	-4	-1.0	-5	-1	4
O=c1cccc2n1CC1CC2CN(CC(O)CN2CC3CC(C2)c2cccc(=O)n2C3)C1 (stereo not drawn)	3	4	0	4	1	6	-0.3	-1	5	-2
COc1ccccc1CC1C(=O)C2CCN1CC2 (stereo not drawn)	1	-1	-1	-3	1	0	-2.7	2	5	2

The list is partial (hit frequency here may not be typical).
